# ALOX12 inh: inhibitors of human 12S-lipoxygenase ALOX12; P18054; purified 12hLO, xylenol orange hydroperoxide absorbance; Potency, µM (doses to about 108 µM), inactives show top-dose activity change, negative = inhibition, most hits filed as inhibitors; 580,000 tested, 1.1% active; AID 1671190; active = well fitted inhibition curve with a large enough effect; inconclusive = small, poorly fitted or top-dose-only effect, or another doubt; inactive = no such curve, though single readings can be large or run the other way; also: potency is read from the fitted curve at half-maximal effect
# Target sequence (P18054 whole entry, looked up): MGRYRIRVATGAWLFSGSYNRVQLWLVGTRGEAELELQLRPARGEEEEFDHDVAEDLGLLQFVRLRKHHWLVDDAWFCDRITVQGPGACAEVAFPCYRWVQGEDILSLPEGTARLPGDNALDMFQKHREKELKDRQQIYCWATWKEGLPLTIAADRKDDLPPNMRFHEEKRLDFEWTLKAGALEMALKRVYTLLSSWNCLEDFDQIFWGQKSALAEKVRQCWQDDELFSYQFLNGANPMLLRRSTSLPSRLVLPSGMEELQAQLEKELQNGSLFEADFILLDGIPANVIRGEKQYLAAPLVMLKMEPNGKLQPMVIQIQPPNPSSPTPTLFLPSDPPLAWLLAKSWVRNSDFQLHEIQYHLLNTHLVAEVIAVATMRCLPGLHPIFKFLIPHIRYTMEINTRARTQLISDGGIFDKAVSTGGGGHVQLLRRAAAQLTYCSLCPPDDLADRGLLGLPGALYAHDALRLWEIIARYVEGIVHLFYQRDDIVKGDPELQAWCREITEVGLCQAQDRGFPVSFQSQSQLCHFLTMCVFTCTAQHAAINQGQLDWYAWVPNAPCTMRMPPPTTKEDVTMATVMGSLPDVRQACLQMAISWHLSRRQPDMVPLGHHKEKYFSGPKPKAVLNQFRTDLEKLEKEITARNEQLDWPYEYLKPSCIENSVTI
#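 Purified human 12hLO at 150 nM in 25 mM Hepes, 0.01% Triton X-100, pH 7.0, preincubated 15 min at room temperature with compound. Reaction started with 40 uM arachidonic acid, 30 min at room temperature. Hydroperoxide measured by Fe-xylenol orange, 573/405 nm absorbance ratio.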
# LDHA inh: blocks human lactate dehydrogenase A | purified LDHA, NADH/diaphorase-resazurin fluorescence; active compounds read low | activity change, % (values are at about 110 or 230 µM) | P00338 | 480,000 tested, 0.15% active; in the data active = activity change below about -30%; inconclusive = mostly about -25% to -30%;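 also: plate controls were DMSO wells for no effect and wells without enzyme for full effect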
#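 Enzyme activity of human lactate dehydrogenase 5 (2 nM; 0.06 mM NADH, 0.2 mM pyruvate, 5 min, RT) is measured via a resazurin/diaphorase fluorescence readout of residual NADH.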
# Active calls of the source: *; ? = inconclusive; & = joins results of further samples; [ ] = remark or other dose. Unless noted, % is scaled to controls: 0 for no effect and ±100 for the full control effect. Some of the compounds tested; count on the stated rates, not on these rows.
molecule,ALOX12 inh,LDHA inh
Cc1ccc(C(=NC(=O)c2cccs2)c2ccccc2)cc1,27%,9
CCc1ccc2oc(C(=O)NCc3ccc(C)cc3)cc(=O)c2c1,8%,-1
CN(C)c1cccc(CNC(=O)c2csc([C@H]3C[C@H](O)[C@@H](CO)O3)n2)c1,12%,-8
O=C(NCc1cccc(C(F)(F)F)c1)c1ccc2nc([C@@H]3O[C@H](CO)[C@@H](O)[C@H]3O)[nH]c2c1,2%,-6
CC(C)C(NC(=O)/C=C/c1ccc(Cl)cc1)C(C)C,13%,7
CCCCCn1nc(C(=O)Nc2cc(OC)c(OC)cc2C)c2ccccc2c1=O,-13%,2
CC(C)c1ccc(OCCNC(=O)Cc2c[nH]c3ccccc23)cc1,-14%,9
COc1cc(NC(=O)Cn2c(C)nc3c(sc4cccc(F)c43)c2=O)cc(OC)c1OC,22%,-8
CCCCn1nc(C(=O)Nc2cccc(C(F)(F)F)c2)c2ccccc2c1=O,-43%,8
Cc1ccccc1NC(NC(=O)C(C)C)C(Cl)(Cl)Cl (stereo unspecified),2%,4
COc1cc(C(O)c2nc(-c3cccs3)cs2)ccc1F (stereo unspecified),?,-2
CCN(CC)C(=O)N1CCN(Cc2nc(C(C)C)no2)CC1,34%[activator],-2
O=C(O)c1ccccc1OCc1cn2ccccc2n1,?,0
CC(C)C[C@H]1CN([C@@H](CC(C)C)CN2CCCC2CN2C(=S)NC[C@@H]2Cc2ccccc2)C(=S)N1CC1CCCCC1 (stereo partly specified),?,3
O=Cc1cc(Cc2ccccc2Cl)cc(Br)c1O,?,17

# 14 structures out of the list, ordered by molar mass, high to low:
molecule,ALOX12 inh,LDHA inh
CC(C)C[C@H]1CN([C@@H](CC(C)C)CN2CCCC2CN2C(=S)NC[C@@H]2Cc2ccccc2)C(=S)N1CC1CCCCC1 (stereo partly specified),?,3
COc1cc(NC(=O)Cn2c(C)nc3c(sc4cccc(F)c43)c2=O)cc(OC)c1OC,22%,-8
O=C(NCc1cccc(C(F)(F)F)c1)c1ccc2nc([C@@H]3O[C@H](CO)[C@@H](O)[C@H]3O)[nH]c2c1,2%,-6
CCCCCn1nc(C(=O)Nc2cc(OC)c(OC)cc2C)c2ccccc2c1=O,-13%,2
CCCCn1nc(C(=O)Nc2cccc(C(F)(F)F)c2)c2ccccc2c1=O,-43%,8
CN(C)c1cccc(CNC(=O)c2csc([C@H]3C[C@H](O)[C@@H](CO)O3)n2)c1,12%,-8
CC(C)c1ccc(OCCNC(=O)Cc2c[nH]c3ccccc23)cc1,-14%,9
O=Cc1cc(Cc2ccccc2Cl)cc(Br)c1O,?,17
Cc1ccccc1NC(NC(=O)C(C)C)C(Cl)(Cl)Cl (stereo unspecified),2%,4
CCc1ccc2oc(C(=O)NCc3ccc(C)cc3)cc(=O)c2c1,8%,-1
CCN(CC)C(=O)N1CCN(Cc2nc(C(C)C)no2)CC1,34%[activator],-2
Cc1ccc(C(=NC(=O)c2cccs2)c2ccccc2)cc1,27%,9
CC(C)C(NC(=O)/C=C/c1ccc(Cl)cc1)C(C)C,13%,7
O=C(O)c1ccccc1OCc1cn2ccccc2n1,?,0

# Among those listed so far, two contain two or more sulfur atoms.
molecule,ALOX12 inh,LDHA inh
COc1cc(C(O)c2nc(-c3cccs3)cs2)ccc1F (stereo unspecified),?,-2
CC(C)C[C@H]1CN([C@@H](CC(C)C)CN2CCCC2CN2C(=S)NC[C@@H]2Cc2ccccc2)C(=S)N1CC1CCCCC1 (stereo partly specified),?,3

# (further entries)
molecule,ALOX12 inh,LDHA inh
Cc1[nH]c(SCC(=O)Nc2cccc(S(=O)(=O)N3CCCC3)c2)nc1Cc1ccccc1,7%,10
O=C(c1cc(-c2cccs2)[nH]n1)N1CCN(c2ccccc2)CC1,4%,7
CN(Cc1cccc(F)c1)C(=O)c1cccc(NS(C)(=O)=O)c1,10%,2
Cc1ccccc1NC(=O)Nc1c(NC2CCCC2)c2ccccc2oc1=O,?,5
O=C(NC(c1ccccc1)c1ccc2ccccc2n1)C1CCN(Cc2cccc(C(F)(F)F)c2)CC1 (stereo unspecified),-15%,-1
CCN(CC)S(=O)(=O)c1ccc(=O)n(Cc2cc(=O)oc3cc(C)ccc23)c1,?,6
Cc1ccc2[nH]cc(CCNC(=O)c3ccccc3C)c2c1,?,1
O=C(Nc1ccccc1F)C1C2CC/C=C\CC/C=C/CCC21 (stereo unspecified),5%,3
CC(SCC(=O)NC(C)(C#N)C1CC1)c1ccc(F)cc1 (stereo unspecified),?,4
CCCn1nc(C(=O)Nc2ccc(OC)cc2)c2ccccc2c1=O,1%,4
Cc1ccc(NC(=O)CN(C)C(=O)c2cccc(S(=O)(=O)NCC3CCCO3)c2)cc1 (stereo unspecified),0%,19
COC(=O)c1cc(NC(=O)C2CC(=O)n3c(nc4ccccc43)N2)cc(C(=O)OC)c1 (stereo unspecified),19%,-1
CN(Cc1ccccc1)C(=O)COc1ncnc2ccc(Br)cc12,-3%,-12
Cc1cc(C)c(-c2cc(C(=O)Nc3ccc(C)c(C)c3)[nH]n2)c(O)c1,-1%,-5
COc1ccc(NC(=O)c2cc(C3CCCCN3C(=O)c3ccc4c(c3)CCO4)on2)c(C)c1 (stereo unspecified),0%,-5

# Other structures.
molecule,ALOX12 inh,LDHA inh
COCCNc1nc(-c2ccc(NC(C)=O)cc2)cs1,?,4
COc1ccc(C(=O)Nc2c(NCC3CCCCC3)c3ccccc3oc2=O)cc1,?,-1
CCN(C(=O)Cc1cccc2cccnc12)C1CCS(=O)(=O)C1 (stereo unspecified),-17%,-2
O=C(NCC[C@H]1CC[C@H](NS(=O)(=O)c2ccccc2F)[C@@H](CO)O1)c1ccc(F)cc1,-7%,-6
COc1ccc(-c2c(C)oc3cc(OCC(=O)Nc4ccc(OC)cc4OC)ccc3c2=O)cc1,-1%,1
CCCNC(=O)NCC12CC3CC(CC(C3)C1)C2,-1%,1
FC(F)(F)c1cc(Cc2nc3ccccc3n2C(CCc2ccccc2)c2nc3ccccc3[nH]2)cc(C(F)(F)F)c1 (stereo unspecified),-7%,2
Cc1ccccc1-n1nnc(C(=O)NC2CCCC2)c1N,43%[activator],-24
CC(C)(C)c1ccc(OCC(O)CNS(=O)(=O)c2ccc(Br)cc2)cc1 (stereo unspecified),?,-2
CC(C)NC(=O)c1cc(Cl)ccc1I,-2%,7
CC(=O)c1sc(Nc2cc(C)ccc2C)nc1C,-1%,3
O=C(Nc1cccc2cccnc12)c1cccc(Cl)c1Cl,2%,0
Cc1ccc(C(C)C)cc1C(=O)CC1(O)C(=O)N(C(C)C)c2ccccc21 (stereo unspecified),8%,4
CCc1cccc(CC)c1NC(=O)CC(C#N)(C(C)=O)c1c(Cl)cccc1Cl (stereo unspecified),?,-2
Cc1cccc(C(=O)NCCC(=O)NCCC(C)C)c1,-3%,10

# (more compounds)
molecule,ALOX12 inh,LDHA inh
O=C(NCc1ccncc1)[C@@H]1CCCN1C(=O)[C@H]1CCCN1C(=O)c1c(F)cccc1F,-17%,-3
CC1=C(C(=O)Nc2ccccc2C)C(c2ccc(C(C)(C)C)cc2)NC(=S)N1 (stereo unspecified),?,1
CC(C)c1nn(C)c(N(C)C)c1CNC(C)c1nnc2n1CCC2 (stereo unspecified),-18%,8
C[C@H]1CN([C@@H](C)CO)C(=O)CCCn2nncc2CO[C@H]1CN(C)C(=O)Nc1cccc2ccccc12,2%,-1
O=C(OCCCC(F)(F)C(F)(F)F)c1cccc([N+](=O)[O-])c1,?,-1
CCn1cc(C(=O)NCCOc2ccccc2OC)c2ccccc21,?,-5
COCc1cc(C)n(CC(=O)Nc2cc(C(F)(F)F)ccc2Cl)c(=O)c1C#N,-21%,-2
Cc1cccc2cc(CN(CC(C)C)C(=O)c3ccco3)c(=O)[nH]c12,11%,-6
COCCCNC(=O)Cc1c(C)c2c(O)cc(C)cc2oc1=O,?,3
CN(CC(=O)NC(=O)NC1CCCC1)Cc1ccco1,-29%,-6
Cc1c[nH]c(C=O)c1C,20%,1
O=C(CNc1nc(Cl)nc2nc[nH]c12)NCCCO,-2%,0
CN(Cc1ccccc1N1CCCC1)C(=O)c1ccc(S(=O)(=O)N2CCOCC2)cc1,7%,-8
COc1ccc(-c2csc(C3CCSC(C)(C)C3)n2)cc1 (stereo unspecified),?,-4
CCNC(=O)C1(C)CCCN(Cc2noc(-c3c(C)noc3C)n2)C1 (stereo unspecified),11%,-4

# New compounds follow:
molecule,ALOX12 inh,LDHA inh
O=C1CC(c2ccc(OCc3ccccc3Cl)cc2)c2cn[nH]c2N1 (stereo unspecified),-4%,-8
CCCCNC(=O)/C=C/C(=O)Nc1cc(Cl)cc(Cl)c1,31%[activator],-1
CCOc1ccc(-c2cc(C(=O)OC)c3ccccc3n2)c(OCC)c1,?,8
COCCCNC(=O)c1cccc2c(-c3cccc(C(N)=O)c3)coc12,3%,-5
CCCNC(=O)CNC(=O)CCC1CCCC1,16%,4
CC(C)C(=O)Nc1ccc(C(=O)CSc2nnc(C3CC3)n2Cc2ccccc2)cc1,8%,-13
O=C(NC1CCCCC1)c1nc(-c2c(F)cccc2F)oc1-c1ccccc1,2%,-4
Nc1[nH]c(C(=O)c2ccccc2)c(-c2ccc(Br)cc2)c1C(=O)c1cccs1,40µM*,13
C=CCOC(=O)C(C#N)c1nc2ccccc2nc1N1CCC(C)CC1 (stereo unspecified),-23%,28
CN(C)c1ccc(C(=O)N2CCC2(C)C(=O)O)cc1 (stereo unspecified),-23%,0
O=C1C=CC(=CN(O)c2ccccc2)C=C1,?,25
CCCCCCn1nc(C(=O)OCC(=O)NCc2ccc(F)cc2)c2ccccc2c1=O,-18%,8
COC(=O)c1ccc(C)c(NC(=O)c2nn(C(C)C)c(=O)c3ccccc23)c1,6%,7
CCc1ccc(NC(=O)c2c(CC)noc2C)cc1,?,4
O=C(Oc1ccc2c(-c3cc4cc(Cl)ccc4oc3=O)cc(=O)oc2c1)N1CCOCC1,?,-22

# (next part)
molecule,ALOX12 inh,LDHA inh
CC1=C/C(=N/NC(=S)Nc2c(C)cccc2C)CC1,?,6
CC(Sc1nc(C(F)(F)F)nc2ccccc12)C(=O)Nc1ccc(F)cc1 (stereo unspecified),18%,1
Cc1ccccc1-c1c(C)oc2c(C)c(O)ccc2c1=O,40%[activator],-5
CCN1CCC(CNC(=O)c2cc(C)nc3cc(F)ccc23)CC1,-5%,-1
CCCc1cc(=O)[nH]c(-n2nc(C)cc2NC(=O)CCc2ccccc2)n1,-14%,0
Cc1ccc(NC(=O)COC(=O)c2ccccc2C)cc1F,?,1
O=C(NCCO)c1cccc(-c2cccc3nncn23)c1,-2%,-1
CC(=O)c1cccc(OCc2ccccc2C#N)c1,-21%,3
Cc1noc(C)c1S(=O)(=O)N(C)C(C)c1cc2ccccc2o1 (stereo unspecified),-3%,10
CC(C)(C)c1ccc(/C=N/OCC(=O)N2CCC(Cc3ccccc3)CC2)cc1,-25%,8
CCCN(C)c1ccc(/C=N/NC(=S)Nc2cccc(CC)c2)cc1,?,0
COc1ccc(C(=O)Oc2cc(C)c(Cl)cc2C(C)C)cc1,1%,-1
COCCNc1ncnc2c1ncn2[C@H]1CN(Cc2ccc3c(c2)OCO3)C[C@@H](CO)O1,4%,10
O=C(c1ccc(-n2cnnn2)cc1)N(Cc1ccco1)Cc1cccs1,-3%,-10
CCCCOC(=O)C(C)Oc1ccc2c(=O)c(-c3ccccc3OC)coc2c1 (stereo unspecified),3%,4

# Other records follow.
molecule,ALOX12 inh,LDHA inh
CC(C)c1nnc(NC(=O)Cn2ccc3ccc(Cl)cc32)s1,?,6
COc1ccc(Cl)c(N2CC(c3nc4ccccc4n3C(C)C)CC2=O)c1 (stereo unspecified),7%,5
O=C(NCC1(N2CCOCC2)CCSC1)Nc1ccc(F)cc1F (stereo unspecified),0%,0
CSC(C)C(=O)Nc1ccc(I)cc1 (stereo unspecified),?,1
Cc1ccc(/C=C/C(=O)c2ccc(O)c(CCCl)c2)c(C)c1,?,-1
Cc1ccc(C2=C(O)C(=O)N(c3ccc(F)cc3)C2c2ccccc2)cc1 (stereo unspecified),10%,-18
COc1ccc(-c2ccc(=O)n(CCNC(=O)Cc3ccccc3)n2)cc1,48%[activator],12
COCCNCc1ccc(-c2ccc(F)cc2)o1,13%&134%,6
O=c1c2ccccc2sc2cc(Br)ccc12,?,18
CCOc1ccc(N2C(=O)CN(S(=O)(=O)c3ccccc3)CC2(C)C(=O)NCCC(C)C)cc1 (stereo unspecified),5%,-5
COc1ccc(C2=Nn3c(nnc3-c3cccc(F)c3)SC2)cc1,?,9
COCCCN1C(=O)C(CC(=O)NCc2cccc3ccccc23)CC(C(=O)N(C(C)C)C(C)C)=C1C (stereo unspecified),5%,-8
Cc1ccc(NC(=O)NCCc2c[nH]c3ccccc23)cc1,-27%,6
COc1ccc(C(=O)N2CCCN(C(=O)OC(C)(C)C)CC2)cc1OC,24%,-7
Cc1[nH]c2ccc(C(=O)OCC(=O)NC3CC3)cc2c1C,-41%,-2
CC(=O)C1=CCC(c2ccc(Br)cc2)N(S(=O)(=O)c2ccc(C)cc2)C1 (stereo unspecified),0%,-9
CCOC(=O)Cc1csc(SCC(=O)NC2CCC(C(C)(C)CC)CC2)n1 (stereo unspecified),-59%,-6

# Screens from PubChem BioAssay.
